# High-throughput results (PubChem BioAssay)
# TbPYK inhibitor: T. brucei pyruvate kinase inhibition | Q57TT1 | TbPYK enzyme, Kinase-Glo Plus ATP luminescence, 45 min | Potency, µM (top dose mostly 76.8 µM), inactives show at the top dose activity, negative = inhibition, hits mostly inhibitors | 0.12% of 410,000 active | AID 624173; active = well fitted inhibition curve with a large enough effect; inconclusive = small, poorly fitted or top-dose-only effect; also: nearly all actives have a fitted effect of over 50% in size
#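 Glycolytic pyruvate kinase of T. brucei was incubated with substrate, test compound and 130 uM ADP for 45 minutes at room temperature. Luminescent Kinase-Glo Plus signal was measured after 10 minutes.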
# Starred values were filed as active, the others as inactive; ? = inconclusive; [ ] = dose if it differs, or a comment. % is scaled to controls: 0 for no effect and ±100 for the full control effect; potency is read from the fitted curve at half-maximal effect. Only part of the results is shown, so the mix of outcomes need not match the whole.
SMILES,TbPYK inhibitor
CCc1ccc(S(=O)(=O)c2cnc(SCC(=O)Nc3ccc(OC)cc3OC)[nH]c2=O)cc1,-1%
C#CCOCCOCCOCCNc1nc(N2CCN(C(=O)[C@H]([C@@H](C)CC)n3cc(CCC(=O)O)nn3)CC2)nc(N2CCN(C(=O)[C@H](CCCCN)n3cc(CC(C)O)nn3)CC2)n1 (stereo partly drawn),-3%
COc1ccc(-n2ncc(C(=O)Nc3ccc(C)cc3Cl)c2C2CCN(C(=O)OC(C)(C)C)CC2)cc1,-8%[15.4 µM]
CCOc1ccc(-n2c(CC)nc3c(cnn3-c3ccc(Cl)cc3)c2=O)cc1,-5%
CCN(c1cccc(C)c1)S(=O)(=O)c1cc(Br)cc2c1N(C(C)=O)C(C)C2 (stereo not drawn),-1%
CCOC(=O)c1ccc(NS(=O)(=O)c2cc(Br)cc3c2N(C(C)=O)C(C)C3)cc1 (stereo not drawn),6%
COc1ccc(C=C2SC(=S)N(CCCN3CCOCC3)C2=O)c(OC)c1,-4%
COc1ccc(N2CCN(CCCNC(=O)c3nnc(Cc4ccc(F)cc4)o3)CC2)cc1,2%
O=C(c1ccc2c(c1)CCC2)N1CCN(Cc2ccccc2)CC1,5%
COc1cccc(/C=N/NC(=O)c2c(-c3ccccc3)noc2C)c1OC,5%
COc1cc(OC)cc(-c2noc([C@@H]3O[C@H](CO)[C@@H](O)[C@H]3O)n2)c1,-9%
COc1ccccc1Cc1nc2ccccc2nc1SCC(=O)Nc1cccc(Cl)c1C,-5%

# 2 successive compounds already listed, for reference:
SMILES,TbPYK inhibitor
COc1cc(OC)cc(-c2noc([C@@H]3O[C@H](CO)[C@@H](O)[C@H]3O)n2)c1,-9%
COc1ccccc1Cc1nc2ccccc2nc1SCC(=O)Nc1cccc(Cl)c1C,-5%

# Additional entries.
SMILES,TbPYK inhibitor
CCC(C)(C)C1CCc2c(sc(NC(=O)C3c4ccccc4Oc4ccccc43)c2C(N)=O)C1 (stereo not drawn),0%
C#Cc1ccc(NC(=O)C2(C)CCN2C(=O)Cc2ccc(C(C)C)cc2)cc1 (stereo not drawn),-1%
COC(=O)C1C2CC(C(Br)C2Br)C1C(=O)O (stereo not drawn),5%
Cc1cc(=O)n(Cc2ccc(F)cc2Cl)c2c1c(C)nn2C,-3%
CC1CCCCN1CCNC(=O)c1ccc2c(c1)N(Cc1cccc(Cl)c1)C(=O)c1ccccc1S2(=O)=O (stereo not drawn),-9%
CC(=O)Nc1nonc1-c1nnc(SCC(=O)Nc2c(C)cccc2C)n1-c1ccccc1,2%
COc1ccc(NC(=O)Cn2c(=O)n(-c3ccc(C)cc3)c(=O)c3c2cnn3C)cc1,-4%
CCN1C(=O)/C(=C2\C=Cc3ccccc3N2CC)OC1=S,7%
Cc1cccc(NC(=O)c2cc([N+](=O)[O-])ccc2N2CCOCC2)c1C,3%
CCOC(=O)[C@]12CCC=C1N(Cc1ccc3c(c1)OCO3)C(=O)[C@H](CC(=O)NCCCN1CCCC1=O)C2,0%
Cc1cnc(Nc2ccc(F)cc2Cl)nc1-c1c[nH]c(C(=O)N[C@H](CO)c2cccc(Cl)c2)c1,0%
O=C(CSc1nc2ccccc2c(=O)n1-c1ccc(F)cc1F)NC1CC1,2%
CC(=O)Nc1cc(C(=O)Nc2ccc3c(c2)N(C)C(=O)c2ccccc2S3)ccc1C,1%
Cc1cc(N(C)C)cc(C)c1N=Nc1cc[n+]([O-])cc1,-10%
COc1ccc(N2CCN(C(=O)COC(=O)CC(NC(N)=O)c3ccc(Cl)cc3)CC2)cc1 (stereo not drawn),1%
COc1ccccc1-c1noc(-c2ccc(N(C)Cc3ccccc3)c([N+](=O)[O-])c2)n1,2%
COC(=O)c1ccc(OCC2c3cc(OC)c(OC)cc3CCN2C(=O)c2ccccc2F)cc1 (stereo not drawn),1%
COc1cccc(-n2cc(C(=O)Oc3cccc(C(F)(F)F)c3)c3ccccc3c2=O)c1,3%
COC(=O)[C@@]1(Cc2ccc(F)cc2)[C@H]2c3cc(C(=O)N(C)C)n(Cc4cc(C)n(C)n4)c3C[C@H]2CN1C(=O)c1ccccc1,-6%
COc1cc(C(=O)Nc2ccc3c(c2)N(C2CCCC2)C(=O)c2ccccc2S3)cc(OC)c1OC,-7%
O=C(Cn1ncc2c3ccccc3n(Cc3ccc(Cl)cc3)c2c1=O)NCc1cccs1,2%
CC(C(O)c1ccccc1)N(C)CCOC(c1ccccc1)c1ccccc1 (stereo not drawn),-2%
COc1cccc(Cn2c(=O)cnc3cnc(N4CCOCC4)nc32)c1,-6%
N#Cc1ccc(NC(=O)COCc2cc(-c3ccc(F)cc3)on2)cc1,-4%
CCN(CC)S(=O)(=O)c1ccc2c(c1)N(CC(=O)N1CCN(c3ccc(OC)cc3)CC1)C(=O)CO2,-2%
CCOC(=O)c1cc(S(=O)(=O)Nc2cc(OC)ccc2OC)[nH]n1,-10%
COC(=O)N(C)C[C@@H]1OCc2ccccc2-c2c(n(C)c3ccccc23)C(=O)N([C@H](C)CO)C[C@@H]1C,-3%
O=S1(=O)C[C@@H](N2CCCC2)[C@H](COCc2ccccc2)N1,1%
O=CN(Cc1ccccc1)c1cc([N+](=O)[O-])ccc1OCc1ccccc1,-3%
COC(=O)c1csc(C2OC(CO)C(O)C2O)n1 (stereo not drawn),-7%
CCCN1CCN(c2ncnc3sc(C(=O)Nc4ccc(N(CC)CC)cc4C)c(C)c23)CC1,-12%
CC(=O)C1CCC2C3CC(C)C4=CC(=O)CCC4(C)C3C(=O)CC12C (stereo not drawn),0%
O=C(NCc1ccccc1)c1ccc(C(=O)NCc2ccccc2)cc1,3%
COc1cc(OC)cc(C(=O)NCCCCc2ccccc2)c1,4%
CCOC(=O)c1c(NC(=O)CSc2nc(-c3ccc(OC)cc3)cc(C(F)(F)F)n2)sc(C)c1C,-20%
Cc1cc(C)c(Cn2c3ccccc3c3cnn(CC(=O)NC4CCC(C)CC4)c(=O)c32)c(C)c1 (stereo not drawn),2%

# 4 entries out of the list, ordered by count of non-hydrogen atoms, largest number first:
SMILES,TbPYK inhibitor
COC(=O)N(C)C[C@@H]1OCc2ccccc2-c2c(n(C)c3ccccc23)C(=O)N([C@H](C)CO)C[C@@H]1C,-3%
CCCN1CCN(c2ncnc3sc(C(=O)Nc4ccc(N(CC)CC)cc4C)c(C)c23)CC1,-12%
O=C(NCc1ccccc1)c1ccc(C(=O)NCc2ccccc2)cc1,3%
CCOC(=O)c1cc(S(=O)(=O)Nc2cc(OC)ccc2OC)[nH]n1,-10%

# The results go on:
SMILES,TbPYK inhibitor
CC(=O)NCCNc1nc(NCC2CC2)nc2cc(-c3ccccc3)sc12,1%
O=C(CSc1c2c(nc3ccc(Cl)cc13)CCCC2)N1CCN(c2ccc(Cl)cc2)CC1,-3%
CCCCCCC(=O)Nc1ccc2nc3c(=O)n(C)c(=O)n(C)c3nc2c1C,-7%
COc1cc(C(=O)Nc2ccc(-c3nc4cc(C)c(C)cc4o3)cc2)cc(OC)c1OC,-8%
COc1cccc(C(=O)NCc2cn3cccc(C)c3n2)c1,0%
Cc1ccc(-n2nnnc2SCC(=O)NCCc2ccccc2)cc1C,3%
Cc1ccc2cccc(OC(=O)c3c(F)cccc3Cl)c2n1,-8%
c1ccc(N2[C@@H]3CC[C@H]2c2ccccc2C3)cc1,-3%
COc1ccc(N2CCN(c3ncccc3-c3nc(-c4ccccc4C)no3)CC2)cc1,0%
NC(=O)C1CCCN(C(=O)c2[nH]c(C(F)(F)F)nc2-c2ccccc2)C1 (stereo not drawn),3%
ON(CCc1ccccn1)Cc1ccccc1,-14%
CCOC(=O)c1cc(-c2ccc(C)cc2)n(CCC(=O)Nc2ccc(C(C)C)cc2)c1C,-3%
Cc1cccc(N(CC(=O)Nc2cccc(Cl)c2C)S(C)(=O)=O)c1C,2%
COc1ccc2c(COC(=O)c3ccc(C)c(S(=O)(=O)N4CCOCC4)c3)cc(=O)oc2c1,8%
O=C(CSc1nc(-c2ccco2)nc2cc(=O)[nH]n12)Nc1ccccc1Cl,2%
COc1ccc(N(Cc2cccs2)C(=O)c2ccc(OCC(C)C)cc2)cc1,-3%
CCSc1nc2c([nH]c3ccccc32)c(=O)n1-c1ccc(F)cc1,2%
COc1cc(C)ccc1OCCSc1nc2ccc(NC(=O)c3ccc4c(c3)OCO4)cc2s1,-2%
CCC1(CC(C)C)SC(N)=NC1=O (stereo not drawn),-6%
CC(C)=CC(=O)N1CCC(Oc2cccc(C(=O)NCc3ccccn3)c2)CC1,-2%
CCCc1nn2c(=O)cc(COC(=O)c3ccccc3NC(=O)C3CCCCC3)nc2s1,4%
O=C(NCc1cccnc1)C1CCN(Cc2cc3ccccc3n2Cc2ccccc2)CC1,-11%
CCOc1ccc(OCC)c(NC(=O)c2cc3ccccn3n2)c1,6%
CC1CCN(C(=O)Cn2cc(SCc3cccc(F)c3)c3ccccc32)CC1,-7%
Cc1ccc(CCNC(=O)CCS(=O)(=O)c2cc3c(cc2Cl)NC(=O)CO3)cc1,1%
Cc1ccc2nc(-c3ccco3)c(Cc3cccc(F)c3)n2c1,-1%
COCC(=O)N1CCC[C@@]2(CCN(Cc3ccccc3)C2)C1,4%
C#Cc1ccc2c(c1)COc1c3ccccc3nn1-2,-10%
Cc1nn2c(C)c(C(=O)N3CCN(c4ccccc4F)CC3)cnc2c1-c1ccc(F)cc1,-2%
CCc1ccc(C(=O)c2cn(CC(=O)Nc3cc(OC)ccc3OC)c3nc(C)ccc3c2=O)cc1,4%
O=c1c2sc3ccccc3c2n(Cc2cccc(C(F)(F)F)c2)c(=O)n1-c1ccccc1,-14%
COc1cc2c(cc1NC(=O)C(C)Oc1ccccc1)oc1ccccc12 (stereo not drawn),-7%
Cc1cccc2nc(-c3ccc(N(C)C)cc3)c(Nc3ccc4c(c3)OCO4)n12,-4%
COc1ccc(-c2nc(C)c(CCNS(=O)(=O)c3cc(Cl)ccc3Cl)s2)cc1,-3%
CCc1nc2c(OCc3ccccc3)cccn2c1N(C)C(=O)C(C)C,1%
COc1ccccc1Cc1c(-c2ccco2)nc2ccc(C)cn12,2%
COC(=O)[C@H](CC(C)C)NS(=O)(=O)c1ccc(F)cc1Br,-6%
Cn1c(=O)c2cc(NC(=O)Nc3cccnc3)ccc2n1-c1ccc(C(C)(C)C)cc1,-6%
Cc1cccc(N2CCN(C(=O)c3cn(CC(C)C)c(=O)c4c3c3ccccc3n4C)CC2)c1C,1%
COCCn1ccc2c(OCC(=O)Nc3cccc(OC)c3)cccc2c1=O,-8%
O=C1C(=Cc2cn(-c3ccccc3)nc2-c2ccc(OCc3ccc(Cl)cc3)cc2)SC(=S)N1CCS(=O)(=O)O,2%
O=C1NC(Cc2ccc(O)cc2)c2nc3ccc(Cl)cc3c(=O)n2-c2cc3ccccc3cc21 (stereo not drawn),2%
N#Cc1ccccc1NC(=O)Cn1cnc2onc(-c3cccc(F)c3)c2c1=O,2%
CCN1CCN(c2ccc(S(=O)(=O)N3CCCCC3)cc2NC(=O)c2ccc(C)c(C)c2)CC1,0%
CN(C)c1cccc(-c2cc(Nc3ccc(C(C)(C)C)cc3)ncn2)c1,8%
Cn1c(/N=C(\N)c2ccccc2)nc2ccccc21,-3%
CCOC(=O)C(=Cc1ccc2c(c1)OCO2)c1ccccc1,4%
Cc1ccc(NC(=O)Cn2c(=O)n(CC3CCCO3)c(=O)c3ccccc32)cc1 (stereo not drawn),-9%
Cc1cc(C)c2c(n1)nn1c(C)c(CCC(=O)Nc3cccc(C)c3C)c(C)nc21,2%
COc1ccc(C(CNC(=O)CN2C(=O)NC(C)(c3ccc4ccccc4c3)C2=O)N2CCCC2)cc1 (stereo not drawn),-6%
COc1cccc(OCc2nc3ccccc3n2CCOc2ccccc2C)c1,-6%
CCOC(=O)c1cnc2c(ccc3ccccc32)c1Nc1ccccc1O,-3%
Cc1ccc(CCNC(=O)CN2C(=O)COc3ccc(S(=O)(=O)N4CCCC4)cc32)cc1,0%
O=C(CSc1nnc(-c2ccccc2)o1)N1CCCc2ccccc21,-12%
Cc1csc2nc(COc3ccc(NC(=O)COc4ccccc4F)cc3)cc(=O)n12,5%
O=C(c1cc2ccc3cccnc3c2[nH]1)N1CCN(c2ccccc2)CC1,-7%
Cc1ccccc1Nc1c(-c2ccc(Br)o2)nc2ccc(Cl)cn12,1%
Cc1ccccc1-n1c(-c2ccc(Br)o2)n[nH]c1=S,?
O=C1NC[C@H](Cc2ccccc2)N(C[C@H]2CCCN2C[C@H](Cc2ccccc2)N2C[C@H](Cc3ccc(O)cc3)N(CC3CCCCCC3)C(=O)C2=O)C1=O,4%
CC1C(=O)N(Cc2cn(Cc3ccco3)nn2)CCS(=O)(=O)N1Cc1ccc(-c2ccccc2Cl)cc1 (stereo not drawn),-7%
# Other results:
SMILES,TbPYK inhibitor
NC(=O)C1(Nc2ccc(-c3ccc(Cl)cc3)cc2)CCCC1,5%
CCCCC[C@@H](C)N1C[C@H](COCc2ccccc2)Oc2cc(N3CCC[C@@H]3COC)ccc2S1(=O)=O,1%
c1ccc(C2(NC3=NCCO3)CCCCC2)cc1,-10%
CCN(CC(=O)NC(C)(C)C)C(=O)c1cccc(S(=O)(=O)N2CC3(C)CC2CC(C)(C)C3)c1 (stereo not drawn),3%
Cc1cccc(N(C)C(=O)CCS(=O)(=O)c2ccc3c(c2)oc(=O)n3C)c1,1%

# Retrieved by structure from the list above:
SMILES,TbPYK inhibitor
COc1ccccc1-c1noc(-c2ccc(N(C)Cc3ccccc3)c([N+](=O)[O-])c2)n1,2%
O=C(c1cc2ccc3cccnc3c2[nH]1)N1CCN(c2ccccc2)CC1,-7%
Cc1ccc(CCNC(=O)CN2C(=O)COc3ccc(S(=O)(=O)N4CCCC4)cc32)cc1,0%
CCC1(CC(C)C)SC(N)=NC1=O (stereo not drawn),-6%
COc1cccc(C(=O)NCc2cn3cccc(C)c3n2)c1,0%
